# High-throughput results (PubChem)
# ANO1 block: inhibitors of mouse TMEM16A calcium-activated chloride channel. Q8BHY3. HEK293 TMEM16A/YFP iodide influx fluorescence, ionomycin. normalized B-score (activity score, 25-100; higher = stronger inhibition) at 10 µM. actives 1.2% (n = 310,000). AID 588511;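 active = ratio plate-corrected score three or more library SD toward inhibition, starting fluorescence score within five deviations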;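 note: score derived from kinetic fluorescence span divided by baseline fluorescence per well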
# KCNK9 inh: human KCNK9 channel inhibition; Q9NPC2; HEK293 KCNK9, FluxOR thallium flux fluorescence; stronger effect = lower value; B-score at 10 µM; actives 1.2% (n = 310,000);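 active = ratio B-score over 3 SD below the library mean, with starting fluorescence within 5 SD of its mean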;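 note: negative B-score means less thallium flux so channel inhibition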
# KCNQ1 pot: human KCNQ1 channel potentiation or activation | actives 0.35% (n = 310,000) | P51787 | CHO-K1 KCNQ1, thallium flux FluxOR fluorescence; stronger effect = higher value | AID 2648 | B-score at 10 µM;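 active = fluorescence ratio B-score, a plate-corrected score, at least three library SD, with initial intensity B-score within 5 SD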
#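 System: CHO-K1 cells stably expressing KCNQ1 / Medium: assay buffer for compound exposure, DMSO matched across wells / Reagent: thallium- and potassium-containing depolarizing buffer / Compound: one concentration, matched DMSO / Incubation: 20 min compound pretreatment at room temperature / Measured by: kinetic FluxOR fluorescence, 10 s baseline plus 110 s post-stimulus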
# MrgX1 allo act: human MrgX1 positive allosteric modulation, primary screen. Q96LB2. AID 588675. B-score at 10 µM. MrgX1-HEK293, Fluo-4 calcium flux, FDSS; stronger effect = higher value. actives 0.63% (n = 310,000);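 active = plate-corrected calcium response at least 3 library SD above typical, normal starting fluorescence, not activating the receptor alone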;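 note: compound read alongside a low EC10 to EC30 dose of BAM8-22 agonist; peak minus trough fluorescence over baseline measured at the second addition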
# RGS4 block: human RGS4 inhibition; P49798; HEK293 M3R/RGS4 inducible, Fluo-4 calcium flux; stronger effect = higher value; triggered by carbachol at its EC20; B-score at 10 µM; actives 0.45% (n = 310,000);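 active = B-score, a plate-corrected calcium signal, over three deviations above library mean, with baseline fluorescence within five deviations of library mean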;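 note: RGS4 expression induced by doxycycline in cells with stable M3 receptor; B-score is computed from the integrated fluorescence ratio over baseline after carbachol; higher B-score means a larger calcium signal and so more RGS4 inhibition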
# ANO1 activ: activates or potentiates the mouse TMEM16A chloride channel; actives 0.3% (n = 340,000); HEK293 TMEM16A/YFP-H148Q/I152L, iodide quench fluorescence; stronger effect = lower value; B-score at 10 µM;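 active = fluorescence-ratio B-score plate-corrected deviation score at least 3 library SD below zero, with starting fluorescence score within 5 deviations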;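 note: channel opened by trigger with iodide after compound preincubation; score built on the fluorescence ratio of max minus min over baseline; more negative score means more quench and so TMEM16A activation or potentiation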
# KCNQ1 block: inhibitors of human KCNQ1 potassium channel; actives 1.3% (n = 310,000); B-score at 10 µM; AID 2642; CHO-K1 KCNQ1, FluxOR thallium flux fluorescence; stronger effect = higher value; P51787;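 active = compounds whose thallium flux B-score, printed positive for inhibition, exceeds three library SD while starting fluorescence stays within three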;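 note: channel opened by potassium depolarization with thallium stimulus after 20 min compound exposure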
# MrgX1 ag: agonists of human MrgX1 receptor; Q96LB2; MrgX1-HEK293 cells, Fluo-4 calcium fluorescence, agonist mode; stronger effect = higher value; B-score at 10 µM; actives 0.44% (n = 310,000);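 active = calcium response B-score plate-corrected fluorescence ratio at least 3 library SD, with starting fluorescence B-score inside 5 SD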
#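 System: HEK293 cells stably expressing human MrgX1 receptor; Dosing: test compound in the initial addition of three; Schedule: overnight plating, then 30 min 37 °C plus 30 min room-temperature dye loading; Detection: kinetic calcium dye fluorescence, Fluo-4 NW; Controls: per-plate positive and negative controls for Z′ factor.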
# hERG rescue: shields human hERG channel from block by proarrhythmic agents; CHO-hERG, FluxOR thallium flux, dofetilide IC70 present; activation (rescue from dofetilide block), less the hit threshold, % at 10 µM; actives 0.51% (n = 310,000);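 active = activation above the mean of controls blocked by dofetilide plus 5 SD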;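 note: thallium influx through hERG after potassium depolarization seen as dye fluorescence rise; in these data hits start at about 4.7%; inactives centre near -7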
# Target sequence (Q12809 whole entry, looked up): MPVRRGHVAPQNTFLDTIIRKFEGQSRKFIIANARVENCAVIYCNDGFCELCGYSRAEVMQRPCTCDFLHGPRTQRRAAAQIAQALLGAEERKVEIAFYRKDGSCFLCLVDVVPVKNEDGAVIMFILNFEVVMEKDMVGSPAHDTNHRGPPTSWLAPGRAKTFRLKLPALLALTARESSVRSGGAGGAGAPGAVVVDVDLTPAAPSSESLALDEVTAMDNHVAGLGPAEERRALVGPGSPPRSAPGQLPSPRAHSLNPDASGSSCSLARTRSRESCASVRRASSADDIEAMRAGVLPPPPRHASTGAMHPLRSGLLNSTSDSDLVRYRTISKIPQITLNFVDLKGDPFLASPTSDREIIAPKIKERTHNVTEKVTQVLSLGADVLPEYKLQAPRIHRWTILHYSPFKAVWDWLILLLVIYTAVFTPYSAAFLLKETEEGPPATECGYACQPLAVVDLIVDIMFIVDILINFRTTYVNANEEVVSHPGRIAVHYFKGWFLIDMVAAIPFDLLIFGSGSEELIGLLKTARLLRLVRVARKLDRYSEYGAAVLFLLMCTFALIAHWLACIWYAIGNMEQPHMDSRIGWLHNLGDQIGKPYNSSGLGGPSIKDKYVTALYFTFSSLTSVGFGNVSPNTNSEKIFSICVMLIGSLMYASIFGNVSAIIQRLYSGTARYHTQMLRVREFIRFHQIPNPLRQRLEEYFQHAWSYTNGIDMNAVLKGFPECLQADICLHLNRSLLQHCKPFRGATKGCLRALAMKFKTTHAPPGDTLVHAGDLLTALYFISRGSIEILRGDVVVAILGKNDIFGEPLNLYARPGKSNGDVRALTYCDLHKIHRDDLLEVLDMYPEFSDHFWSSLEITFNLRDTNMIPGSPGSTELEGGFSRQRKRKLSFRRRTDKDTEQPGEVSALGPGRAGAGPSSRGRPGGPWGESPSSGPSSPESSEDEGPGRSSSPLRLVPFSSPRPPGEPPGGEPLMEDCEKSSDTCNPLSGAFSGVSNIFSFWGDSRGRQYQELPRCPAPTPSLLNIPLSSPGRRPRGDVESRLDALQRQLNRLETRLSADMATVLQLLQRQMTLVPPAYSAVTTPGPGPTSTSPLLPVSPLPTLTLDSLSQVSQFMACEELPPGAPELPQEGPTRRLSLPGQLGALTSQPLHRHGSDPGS
# KCNK3 block: human KCNK3 channel inhibition, primary screen; O14649; CHO-KCNK3 thallium flux, FluxOR fluorescence; stronger effect = lower value; B-score at 10 µM; actives 0.84% (n = 340,000);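 active = B-score under library mean minus 4 SD, starting fluorescence ratio at most library mean plus 5 SD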;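 note: more negative B-score means stronger inhibition of thallium flux through KCNK3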
# RGS4 act: RGS4 potentiation or activation | HEK293 M3R/inducible RGS4, carbachol calcium flux Fluo4; stronger effect = lower value | B-score at 10 µM | actives 0.92% (n = 310,000);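 active = B-score of the integrated calcium signal more than 4 SD below the library mean, with starting fluorescence not abnormally high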;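 note: negative B-score means reduced calcium response which marks RGS4 activation or potentiation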
#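 Assay system: Inducible-RGS4 HEK293 cells carrying M3 receptor | Schedule: Compound preincubation 20 min at room temperature before agonist | Signal: Kinetic calcium fluorescence imaging with Fluo4-AM dye, 2 µM | Read-out basis: B score from integrated fluorescence ratio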
# * = called active by the depositor; i = inactive; x = not tested or not shown. No enrichment for hits; about 6.3% have a hit in one of these screens.
cpd	SMILES	ANO1 block	KCNK9 inh	KCNQ1 pot	MrgX1 allo act	RGS4 block	ANO1 activ	KCNQ1 block	MrgX1 ag	hERG rescue	KCNK3 block	RGS4 act
1	C=CCn1c(CCNC(=O)c2cccs2)nnc1SCC(=O)Nc1cccc(C(C)=O)c1	i	i	i	i	i	i	i	i	-6	i	i
2	COc1ccc(C(=O)Nc2ccc(OC)c(OC)c2)cc1	i	i	i	i	i	i	i	i	2	i	i
3	O=C(CSc1n[nH]c(=O)[nH]c1=O)c1ccccc1	i	i	i	i	i	i	i	i	-6	i	i
4	Cc1ccccc1CSc1nnc(-c2ccncc2)n1C	i	i	i	i	i	i	i	i	-5	i	i
5	CCOC(=O)C1C(c2ccc(O)c(O)c2)NC(=S)NC1(O)C(F)(F)F (configuration not stated)	i	i	i	i	i	i	i	i	-2	i	i
6	Cc1cccc(C(=O)Nc2cccc(C(=O)NC3CCCC3)c2)c1	i	i	i	i	i	i	i	i	-13	i	i
7	C/C(Cl)=C\Cn1c(N2CCCCCC2)nc2c1c(=O)n(C)c(=O)n2C	i	x	x	i	x	i	x	i	x	i	x
8	CCOc1ccc(CN2CCN(Cc3[nH]c4ccc(OC)cc4c3C)CC2CCO)cc1 (configuration not stated)	i	i	i	i	i	i	i	i	-20	i	i
9	CCOc1cc(CNc2ccc(N(C)C)cc2)cc(Br)c1OCC(=O)NC(C)(C)C	i	i	i	i	i	i	i	i	-15	i	i
10	CN(CC(=O)Nc1sccc1C#N)Cc1ccccc1	i	i	i	i	i	i	i	i	-13	i	i
11	Cc1cccn2c(=O)c3cc(C(=O)NC4CCCCC4)c(=N)n(Cc4ccc(F)cc4)c3nc12	i	i	i	i	i	i	i	i	-23	-13*	i
12	CC1(C)CC(=O)C2=C(C1)Nc1[nH]c(=S)[nH]c(=O)c1C2c1ccccc1 (configuration not stated)	i	i	i	i	i	i	i	i	-6	i	i
13	CCCCn1c(SCC(=O)NCCc2ccc(OC)c(OC)c2)nc2c1c(=O)n(C)c(=O)n2C	i	i	i	i	i	i	i	i	-12	i	i
14	COC(=O)[C@H]1[C@H]2C[C@@H]3c4[nH]c5cc(OC)ccc5c4CCN3C[C@H]2C[C@@H](OC(=O)c2ccc(N)cc2)[C@@H]1OC	i	i	i	i	i	i	i	i	-12	i	i
15	CCOc1cc(-c2c(C)c(CC)nc(N)c2C#N)ccc1O	i	i	i	i	i	i	i	i	-2	i	i
16	Cn1c(Cl)c(/C=N/OC(=O)c2ccc(Cl)cc2)c2ccccc21	i	i	i	i	i	i	i	i	-14	i	i
17	Cc1ccc(C(=O)C2=C(O)C(=O)N(CCCN3CCOCC3)C23C(=O)N(C)c2ccccc23)o1 (configuration not stated)	i	i	i	i	i	i	i	i	2	i	i
18	O=C(CCN1C(=O)c2cccc3cccc(c23)C1=O)NCC1CCCO1 (configuration not stated)	i	i	i	i	i	i	i	i	-7	i	i
19	N#Cc1c(-c2ccccc2Cl)cc(C2CC2)nc1N	i	x	x	i	x	i	x	i	x	i	x
20	O=C(NN=C1C2CC3CC1CC(Cl)(C3)C2)c1cccs1	i	i	i	i	i	i	i	i	-17	i	i
21	Cn1nc(-c2ccccc2)c(-c2nc(-c3cccc(Cl)c3)no2)c1Cl	i	-9.6*	i	i	i	i	i	i	-10	-8.8*	i
22	CC(=O)Nc1ccccc1NS(=O)(=O)c1ccccc1[N+](=O)[O-]	i	i	i	i	i	i	i	i	-3	i	i
23	COc1ccc(OC)c2nc(-c3cccnc3)ccc12	i	i	i	i	i	i	i	i	-8	i	i
24	O=C(CCCCn1c(=S)[nH]c2ccsc2c1=O)NCc1ccc2c(c1)OCO2	i	i	i	i	i	i	i	i	2	i	i
25	CCN(CC)c1ccc(N/C(N)=N/c2nc(C(F)(F)F)cc(=O)[nH]2)cc1	i	i	i	i	i	i	i	i	-11	i	i
26	COCOc1ccc(C=O)c(O)c1	i	i	i	i	i	i	i	i	-5	i	i
27	COCc1cc(C)nc(Nc2ccc(C)c(C)c2)c1C#N	i	i	i	i	i	i	i	i	-3	i	i
28	Nc1nc(NCc2ccccc2)nc(NCCO)c1[N+](=O)[O-]	i	i	i	i	i	i	i	i	-8	i	i
29	CC(=O)c1ccc(-c2ccc(C(=O)N3CCC(C(N)=O)CC3)o2)cc1	i	i	i	i	i	i	i	i	-7	i	i
30	COC(=O)c1cc(OC)c(OC)cc1NC(=S)N1CCCC(CO)C1 (configuration not stated)	i	i	i	i	i	i	i	i	-6	i	i
31	COc1ccc(C2Nc3ccc4ccccc4c3-c3c2c(=O)oc2ccccc32)cc1 (configuration not stated)	i	i	i	i	i	i	i	i	-6	i	i
32	COc1cc(NC(=O)C2CC(=O)NC3=C2C(=O)CCC3)c(OC)cc1Cl (configuration not stated)	i	i	i	i	i	i	i	i	-9	i	i
33	Cc1cc(=O)n2nc(N3CCC(C(=O)N4CCN(c5ccccc5)CC4)CC3)sc2n1	i	i	i	i	i	i	i	i	-9	i	i
34	Cc1ccc(NC(=O)c2cc(N(C)C)ccc2[P+](=O)O)cc1	i	i	i	i	i	i	i	i	-3	i	i
35	CCOc1ccccc1-c1nc2c([nH]1)c(=O)n(C)c(=O)n2C	i	i	i	i	i	i	i	i	-10	i	i
36	COc1ccc(COC(=O)N/N=C(\C)CC(=O)NCc2ccc(Cl)cc2)cc1	i	i	i	i	i	i	i	i	-8	i	i
37	O=C(COC(=O)/C=C/c1ccccc1[N+](=O)[O-])Nc1ccc(OC(F)F)cc1	i	i	i	i	i	i	i	i	-7	i	i
38	CCOC(=O)/C=C/C(=O)NNC(=O)c1ccccc1Cl	i	i	i	i	i	i	i	i	-7	i	i
39	O=C(Nc1cc2c3c(c1)CC(=O)N3CCC2)C1CC1	i	i	i	i	i	i	i	i	-10	i	i
40	CCCCN(CC)CCCNC(=O)c1cc2cc3ccc(OC)cc3nc2o1	i	i	i	i	i	i	i	i	-5	i	i
41	O=C(NC1CC1)C1CCN(C2CCN(C(=O)/C=C/c3cccs3)CC2)CC1	i	i	i	i	i	i	i	i	-10	i	i
42	Cc1ccc(C)c(OCC(=O)NCCN(C)C)c1	i	i	i	i	i	i	i	i	-7	i	i
43	CC(C)(c1ccccc1)c1ccc(OCC(O)CN2CCCC2)cc1 (configuration not stated)	i	i	i	i	i	i	i	i	-11	i	i
44	O=C(COC(=O)c1cc(S(=O)(=O)N2CCCCC2)ccc1N1CCOCC1)c1ccc(F)cc1	i	i	i	i	i	i	i	i	-11	i	i
45	Cn1c(N)c(C(=O)COC(=O)c2cncc(Br)c2)c(=O)n(C)c1=O	i	i	i	i	i	i	i	i	-13	i	i
46	CC(=O)c1ccc(NC(=O)COC(=O)c2ccc(F)cc2F)cc1	i	i	i	i	i	i	i	i	-5	i	i
47	COc1cc(NC(=O)C2CC(c3cccc(OC)c3OC)=NO2)cc(OC)c1OC (configuration not stated)	i	i	i	i	i	i	i	i	-19	i	i
48	COCCCN(C(=S)Nc1c(C)cc(C)cc1C)C(C)c1ccccn1 (configuration not stated)	i	i	i	i	i	i	i	i	-10	i	i
49	Nc1c(C(=O)Nc2ccc3c(c2)OCCO3)nnn1Cc1cccc(F)c1	i	i	i	i	i	i	i	i	-10	i	i
50	Cc1ccc(S(=O)(=O)N2CCN(CC(=O)N/N=C/c3ccco3)CC2)cc1	i	i	i	i	i	i	i	i	-3	i	i

# (listing goes on)
cpd	SMILES	ANO1 block	KCNK9 inh	KCNQ1 pot	MrgX1 allo act	RGS4 block	ANO1 activ	KCNQ1 block	MrgX1 ag	hERG rescue	KCNK3 block	RGS4 act
51	CC1C(c2ccccc2)=[N+]([O-])C2(CCCCC2)N1O (configuration not stated)	i	i	i	i	i	i	i	i	-5	i	i
52	COc1ccc(N(CC(=O)Nc2cc(Cl)ccc2C)S(=O)(=O)c2c(C)noc2C)cc1	i	i	i	i	i	i	i	i	-5	i	i
53	COc1ccc(-c2nn(-c3ccccc3)cc2/C=N/NC(N)=S)cc1OC	i	i	i	i	i	i	i	i	-6	i	i
54	CC(C)(O)CCCC(C)(O)c1ccc(C(=O)O)cc1O (configuration not stated)	i	i	i	i	i	i	i	i	-8	i	i
55	O=C(CN(CCc1ccccc1)S(=O)(=O)c1ccc(Cl)cc1)N/N=C/c1ccccc1C(=O)O	i	i	i	i	i	i	i	i	-11	i	i
56	O=C(COC(=O)c1cccs1)NC12CC3CC(CC(C3)C1)C2	i	i	i	i	i	i	i	i	-6	i	i
57	COc1cc(CCC(=O)Nc2cc(C)cc(C)c2)cc(OC)c1OC	i	i	i	i	i	i	i	i	-9	i	i
58	NS(=O)(=O)c1ccc(NC(=O)Cn2ncc3c2-c2ccccc2OC3)cc1	i	i	i	i	i	i	i	i	-6	i	i
59	COc1cc2cc(C(=O)NCCc3ccccc3)[nH]c2cc1OC	i	i	i	i	i	i	i	i	0	i	i
60	COc1ccc2oc(C(=O)OCC(=O)c3ccc4c(c3)OCCO4)c(C)c2c1	i	i	i	i	i	i	i	i	-7	i	i
61	O=C(COC(=O)Cc1ccccc1F)NNC(=O)c1ccc([N+](=O)[O-])cc1	i	i	i	i	i	i	i	i	-10	i	i
62	CCc1ccc2c(CSc3nnnn3C)cc(=O)oc2c1	i	i	i	i	i	i	i	i	-11	i	i
63	CCN(CC)C(=O)Cn1cc(C(=O)C(=O)N2CCN(C)CC2)c2ccccc21	i	i	i	i	i	i	i	i	2	i	i
64	Cc1cccnc1NC(=O)C12CCC(C)(C(=O)O1)C2(C)C (configuration not stated)	i	i	i	i	i	i	i	i	-9	i	i
65	Fc1ccccc1CSc1nnc(-c2cccnc2)o1	i	i	i	i	i	i	i	i	-19	i	i
66	COc1ccccc1C(=O)NCCC(=O)NC(C)c1ccc(-n2ccnc2)cc1 (configuration not stated)	i	i	i	i	i	i	i	i	-8	i	i
